Screening data as filed in PubChem.
Growth percent in the NCI-60 one-dose screen (48 h, 10 µM unless noted): 100 = growth as untreated, 0 = no growth, -100 = all killed.
LOX IMVI: LOX IMVI melanoma; hit rate 7.4% among 79,000; AID 1794757
UACC-257: UACC-257 melanoma | AID 1794764 | hit rate 4.4% among 78,000
BT-549: BT-549 breast cancer; hit rate 4.4% among 78,000; AID 1794793
T-47D: T-47D breast cancer | hit rate 5% among 79,000
MCF7: MCF7 breast cancer. AID 1794796. hit rate 6.3% among 82,000
HS 578T: HS 578T breast cancer. hit rate 4.1% among 78,000
MALME-3M: MALME-3M melanoma. AID 1794766. hit rate 5.8% among 78,000
UACC-62: UACC-62 melanoma. AID 1794756. hit rate 5.4% among 81,000
The depositor's hits bear a star; nt = no result given; & = joins results of further samples; [ ] = dose if it differs, or a comment. Rule for the calls: active = growth percent below 10; inactive = the rest. No enrichment for hits; overall some 11% were active at least once.

Each structure is followed by: LOX IMVI	UACC-257	BT-549	T-47D	MCF7	HS 578T	MALME-3M	UACC-62
O=C(O)CNC(=O)c1cccc([N+](=O)[O-])c1
    103	106	nt	106	107	98	141	103
O=C(Nc1cc(Cl)c(Cl)cc1Cl)OCc1ccc2c(c1)OCO2
    nt	95[100 µM]	99[100 µM]	88[100 µM]	77[100 µM]	83[100 µM]	93[100 µM]	87[100 µM]
COc1ccc(NC(=O)Nc2nc3ccc([N+](=O)[O-])cc3s2)cc1
    34	16	18	4.2*	0.4*	5.8*	-1.5*	36
CCOC(=O)Cc1csc(NCc2ccccc2)n1
    101	92	102	89	96	93	106	101
O=C(O)c1ccc(-n2cc(CNc3ccc(F)c(F)c3)c(-c3ccc(C(F)(F)F)cc3)n2)cc1
    76	86	80	81	49	89	74	75
Nc1nc2c(c(-c3nc(N)nc4c3Cc3ccccc3-4)n1)Cc1ccccc1-2
    98	92	92	nt	84	85	90	80
COc1ccc(CCN2C(CC(=O)c3ccccc3)CCCC2CC(=O)c2ccccc2)cc1 (stereo unspecified)
    73	89	94	92	85	111	114	77
N#Cc1c(-c2ccccc2)nc(SCC(=O)Nc2nc(-c3ccccc3)cs2)[nH]c1=O
    99	97	84	87	92	82	103	81
CNC(=O)c1ccccc1CNC(=S)Nc1cccc(C)c1
    100	nt	105	98	97	98	96	100
OCc1cnccc1N1CCC(OCc2ccccc2)C1 (stereo unspecified)
    100	95	110	98	94	95	111	98
NS(=O)(=O)c1ccc(NCc2coc3ccccc3c2=O)cc1
    nt	103	97	99	96	92	95	96
Cc1cc(O)c(C(C)C)cc1SC#N
    89	88	99	50	97	100	71	nt
Cc1ccc(/C(=N/c2sc(-c3ccccc3)nc2-c2ccccc2)N2CCC(C)CC2)cc1
    104	105	107	101	102	112	110	109
COC(=O)/C(CCC=C(C)C)=C1\[C@@H](OC(C)=O)C[C@@]2(C)[C@H]1C[C@@H](O)[C@H]1[C@@]3(C)CC[C@H](N4CCOC4)[C@@H](C)[C@@H]3CC[C@@]12C
    93	105	101	90	86	87	92	94
O=C(CNc1ccccc1S)Nc1ccccc1C(=O)O
    98	114	98	80	87	102	113	89
CC(=O)c1sc(-c2ccc(F)cc2)cc1O
    97	100	94	98	94	117	99	100
CCOC(=O)C1(CC)C(=O)C(=O)N(c2ccccc2)C1c1ccccc1 (stereo unspecified)
    95	nt	105	102	110	102	115	86
COc1ccc(NC(=O)CSc2nc3ccccc3c(=O)n2CCc2ccc(S(N)(=O)=O)cc2)cc1
    91	110	96	75	89	95	90	91
Fc1ccc(/C=C/c2cc(/C=C/c3ccc(F)cc3)n(-c3ccccc3)n2)cc1
    98	85	93	78	89	116	99	85
CC(=O)Nc1ccc(N=Nc2c(S(=O)(=O)O)cc3cc(S(=O)(=O)O)cc(NC(C)=O)c3c2O)cc1
    109	107	nt	92	101	131	110	109
COc1ccc(-c2csc(NC(=O)c3ccccc3CN3C(=O)c4ccccc4C3=O)n2)cc1
    101	85	88	94	94	97	91	82
COc1cc2nc(-c3ccc(Cl)cc3)cc(OCCCNCC3CCCO3)c2cc1OC (stereo unspecified)
    -48*	-34*	88	77	36	77	12	-56*
Nc1nc(N)nc(N2CCCCC2)n1
    104	101	106	101	104	97	96	104
COc1ccc(Nc2nc(=O)c3ccccc3s2)cc1OC
    95	97	115	89	82	109	97	88
COc1ccc(N2CCN(C(=O)Nc3ccc(S(N)(=O)=O)cc3)CC2)cc1
    105	117	107	100	89	110	100	103
Nc1cc(C(F)(F)F)c(-c2cc(N3CCOCC3)nc(N3CCOCC3)n2)cn1
    -45*	-50*	-2.7*	-43*	-7.6*	nt	-61*	-73*
CCOC(=O)c1cc(CCCSc2ccc(-c3noc(C(F)(F)F)n3)cc2C)on1
    101	101	109	93	100	101	106	95
CCN(CC)CCOC(=O)C(Cc1cccc2ccccc12)CC1CCCO1 (stereo unspecified)
    102&96	106&120	108&106	101&94	111	101&93	92&128	104&102
c1ccc(CCNc2nc(NCCc3ccccc3)c3ccccc3n2)cc1
    nt	102	118	94	93	nt	94	100
COc1ccc(Nc2ncccc2NC(=O)c2cn(Cc3cccc(Oc4ccccc4)c3)nn2)cc1OC
    67	92	73	49	49	73	87	57
Cc1nc2cc(N)c(Cl)cc2[nH]1
    95	98	107	105	100	111	nt	99
COc1ccc2c(c1)C1=NN(C(C)=O)C(c3cc(OC)c(OC)c(OC)c3)C1CC2 (stereo unspecified)
    95	103	101	82	94	83	102	88
O=C(N=Nc1c(O)[nH]c2ccccc12)Nc1ccc(Br)cc1
    78	115	89	92	79	87	86	79
NS(=O)(=O)Oc1cccc(-c2nc3sccn3c2-c2ccncn2)c1
    92	78	105	103	93	104	71	58
Nc1cc2c(cc1Cl)-c1ccccc1/C2=N\O
    75	114	88	103	84	133	105	101
CC(=O)Oc1ccc(C23c4ccccc4C2(OC(C)=O)c2cc(OC(C)=O)ccc23)cc1 (stereo unspecified)
    48	105	106	39	49	nt	137	78
COc1ccc(Cn2cc(C#N)c(N)c2C(C)=O)cc1
    99	106	114	97	90	102	102	87
O=c1ccn(CCCOc2ccccc2Cl)c(=O)[nH]1
    99	116	100	104	109	64	95	76
CCOc1c(OC)cc2c(c1OCC)C(=O)N[C@@H]1[C@@H](O)[C@@H](O)[C@H](O)C[C@@H]21
    98	103	103	106	95	99	103	96
COc1ccc(C(=O)Nc2ccc3oc(-c4cc(OC)c(OC)c(OC)c4)nc3c2)cc1
    84	69	73	64	73	90	39	75

Full records as entered above.
Results for COc1ccc(Cn2cc(C#N)c(N)c2C(C)=O)cc1 : LOX IMVI = 99; UACC-257 = 106; BT-549 = 114; T-47D = 97; MCF7 = 90; HS 578T = 102; MALME-3M = 102; UACC-62 = 87
Results for COc1ccc(Nc2nc(=O)c3ccccc3s2)cc1OC : LOX IMVI = 95; UACC-257 = 97; BT-549 = 115; T-47D = 89; MCF7 = 82; HS 578T = 109; MALME-3M = 97; UACC-62 = 88

Next part.
Each structure is followed by: LOX IMVI	UACC-257	BT-549	T-47D	MCF7	HS 578T	MALME-3M	UACC-62
CCCCCCNC(=O)Oc1ccc(/C(=C(/C)c2ccccc2)c2ccc(OCCN3CCCCCC3)cc2)cc1
    -15*	-2.8*	67	22	14	51	12	44
C[C@H]1[C@H](C)CC[C@]2(C(=O)O)CC[C@]3(C)C(=CC[C@@H]4[C@@]5(C)C/C(=C/c6ccncc6)C(=O)C(C)(C)[C@@H]5CC[C@]43C)[C@H]12
    65	78	81	nt	49	67	94	75
COc1ccc(C(=O)NC(c2ccc(Cl)cc2Cl)c2cc(Cl)c3cccnc3c2O)cc1 (stereo unspecified)
    92	110	88	88	99	102	101	91
COc1ccc(-c2nn(-c3ccccc3)cc2C2SCC(=O)N2c2cccc(F)c2)cc1OC (stereo unspecified)
    99	107	113	98	98	100	99	94
Cc1ccc(-c2cc(Cc3c(Cl)cccc3Cl)c(=O)n(CN3CCNCC3)n2)cc1C
    92	100	116	100	95	116	109	85
CN(Cc1ccc(C(F)(F)F)cc1)c1cc(C(=O)Nc2ccccc2)ncn1
    92	91	100	80	86	94	90	65
O=[N+]([O-])c1cc([N+](=O)[O-])c2ccc(S(=O)(=O)O)cc2c1O
    106	104	123	96	94	121	109	92
Nc1nc(N)c(N=Nc2ccc(S(N)(=O)=O)cc2)cc1N=Nc1ccccc1
    92	106	80	79	70	91	105	104
COc1cc2c(c(OC)c1OC)-c1ccc(N)c(=O)cc1[C@@H](NC(C)=O)CC2
    25	61	-13*	60	15	20	58	31
NC(N)=NCCOc1nc(Oc2ccccc2C(=O)O)cc(-c2ccco2)n1
    100	109	92	95	107	107	95	97
Nc1cc(-c2c[nH]c3ccc(Br)cc23)nc2cc(-c3c[nH]c4ccccc34)nn12
    -87*	-87*	-21*	-61*	-67*	-12*	-88*	-89*
Cc1ccc(CC#N)c(-c2c(CC#N)ccc(C)c2C)c1C
    88&97	81&99	100&97	86&82	88&94	95&102	76&71	80&82
c1nc(SCC2CO2)c2ncn(CC3CO3)c2n1 (stereo unspecified)
    89	101	96	101	98	109	80	114
Cn1c(I)c(C#C[Si](C)(C)C)c(=O)n(C(=O)c2ccccc2)c1=O
    -90*	-21*	43	18	-19*	41	-10*	70
CC(=O)c1ccc(NCC(=O)Nc2ccccn2)cc1
    101	106	104	95	87	106	98	97
O=S(=O)(CS(=O)(=O)Oc1ccccc1)Oc1ccccc1
    99&100	95&102	100&117	95&103	101&101	100&100	109&100	104&92
CCn1c(=S)[nH]c2c1c(=O)n(C)c(=O)n2C
    97	97	98	98	99	103	100	101
Cn1cnc2c(N3CCN(C(=O)c4cc5ccccc5[nH]4)CC3)nc(Cl)nc21
    75	63	57	28	50	79	91	55
COc1ccc(-c2nc(SCCC(C)C)nc(N/N=C\c3ccccc3Cl)c2C#N)cc1
    105	103	121	87	102	99	114	81
c1cncc(-c2nc3cc4nc5ccccc5[nH]c4cc3n2)c1
    100	103	88	82	75	104	129	97
Cc1cc2c(cc1C)NC1=C(N2)OC(c2c3ccccc3cc3ccccc23)C1=O (stereo unspecified)
    -35*	65	0.1*	nt	5.7*	32	14	3.2*
CCC(=O)Oc1cc2c(cc1[N+](=O)[O-])OCO2
    98	82	94	81	101	104	82	nt
O=C(O)c1ccc(S(=O)(=O)c2ccccc2)s1
    109&99	94&99	104&104	112&106	98&98	108&98	93&115	99&105
COc1ccc2c(c1)C(=O)c1c-2c(=O)n(CCCN(C)C)c2cc(OC)c(OC)cc12
    17	100	86	81	28	119	nt	77
O=C(CSc1nc2c(c(=O)[nH]1)CCCC2)Nc1ccccc1C(=O)O
    101	109	117	105	86	108	97	96
COc1ccc2c(c1)CC[C@@H]1[C@@H]2CC[C@]2(C)C3C(=CC(COC(C)=O)C4C(=O)c5cccc(O)c5C(=O)C43)C[C@@H]12 (stereo partly specified)
    78	96	111	75	101	105	126	83
O=c1[nH]c(=S)[nH]cc1Oc1ccc(Br)cc1Br
    nt	102	119	98	101	117	nt	99
CCCCN(CCCC)C1N=C(C)Nc2c1sc(=S)n2-c1ccc(OC)cc1OC (stereo unspecified)
    88	79	92	59	82	95	88	66
CCCCCCCCCCCCCCN(C)C
    95	120	106	90	94	105	103	104
CN(C)CCN1C(=O)c2ccc3c4c(ccc(c24)C1=O)C(=O)N(CCN=C=S)C3=O
    -82*	-95*	-87*	-54*	-68*	-6.4*	-64*	-93*
COc1cc(OC)cc(-c2n/c(=C\c3c(O)[nH]c4ccc(OC)cc34)cc3c2=Nc2ccccc2-3)c1
    30	115	92	109	-65*	95	nt	110

A draw from above in order of formula weight, falling:
Each structure is followed by: LOX IMVI	UACC-257	BT-549	T-47D	MCF7	HS 578T	MALME-3M	UACC-62
COc1ccc2c(c1)CC[C@@H]1[C@@H]2CC[C@]2(C)C3C(=CC(COC(C)=O)C4C(=O)c5cccc(O)c5C(=O)C43)C[C@@H]12 (stereo partly specified)
    78	96	111	75	101	105	126	83
COc1cc(OC)cc(-c2n/c(=C\c3c(O)[nH]c4ccc(OC)cc34)cc3c2=Nc2ccccc2-3)c1
    30	115	92	109	-65*	95	nt	110
COc1ccc(-c2nc(SCCC(C)C)nc(N/N=C\c3ccccc3Cl)c2C#N)cc1
    105	103	121	87	102	99	114	81
CCCCN(CCCC)C1N=C(C)Nc2c1sc(=S)n2-c1ccc(OC)cc1OC (stereo unspecified)
    88	79	92	59	82	95	88	66
CN(C)CCN1C(=O)c2ccc3c4c(ccc(c24)C1=O)C(=O)N(CCN=C=S)C3=O
    -82*	-95*	-87*	-54*	-68*	-6.4*	-64*	-93*
Cn1cnc2c(N3CCN(C(=O)c4cc5ccccc5[nH]4)CC3)nc(Cl)nc21
    75	63	57	28	50	79	91	55
Cc1cc2c(cc1C)NC1=C(N2)OC(c2c3ccccc3cc3ccccc23)C1=O (stereo unspecified)
    -35*	65	0.1*	nt	5.7*	32	14	3.2*
O=c1[nH]c(=S)[nH]cc1Oc1ccc(Br)cc1Br
    nt	102	119	98	101	117	nt	99
O=C(CSc1nc2c(c(=O)[nH]1)CCCC2)Nc1ccccc1C(=O)O
    101	109	117	105	86	108	97	96
c1cncc(-c2nc3cc4nc5ccccc5[nH]c4cc3n2)c1
    100	103	88	82	75	104	129	97
Cc1ccc(CC#N)c(-c2c(CC#N)ccc(C)c2C)c1C
    88&97	81&99	100&97	86&82	88&94	95&102	76&71	80&82
CC(=O)c1ccc(NCC(=O)Nc2ccccn2)cc1
    101	106	104	95	87	106	98	97
O=C(O)c1ccc(S(=O)(=O)c2ccccc2)s1
    109&99	94&99	104&104	112&106	98&98	108&98	93&115	99&105
c1nc(SCC2CO2)c2ncn(CC3CO3)c2n1 (stereo unspecified)
    89	101	96	101	98	109	80	114
CCCCCCCCCCCCCCN(C)C
    95	120	106	90	94	105	103	104
CCn1c(=S)[nH]c2c1c(=O)n(C)c(=O)n2C
    97	97	98	98	99	103	100	101
CCC(=O)Oc1cc2c(cc1[N+](=O)[O-])OCO2
    98	82	94	81	101	104	82	nt
